From PubChem
JMJD2A Tudor inh – inhibitors of human JMJD2A Tudor domain. O75164. AlphaScreen JMJD2A-Tudor / H3K4me3 peptide binding. Potency, µM (series often up to 114 µM), without a hit: top-dose activity change, negative = inhibition, usual class: inhibitors. actives 4.4% (n = 390,000); also: potency is read from the fitted curve at half-maximal effect; % is scaled to controls: 0 for no effect and ±100 for the full control effect; nearly all actives have a fitted effect of over 50% in size
Pin1 inhibitor – human Pin1 inhibition; Pin1 FP peptide displacement, HiFluor488, 10 min; Q13526; actives 0.009% (n = 390,000); AID 504891; Potency, µM (series often up to 115 µM), for the others: top-dose activity, negative = inhibition, most hits filed as inhibitors; active = well fitted inhibition curve with a large enough effect in the polarisation, with a control signal flat, not every such curve was filed as active; inconclusive = small, poorly fitted or top-dose-only effect, or effect the other way, or a change in a side signal; inactive = no such curve, though single readings can be large or run the other way; the % refers to the polarisation; also: potency is read from the fitted curve at half-maximal effect; % is scaled to controls: 0 for no effect and ±100 for the full control effect
Tb PGK inh – inhibitors of T. brucei phosphoglycerate kinase; P07378; PGK/GAPDH coupled, Kinase-Glo luminescence, 60 min; Potency, µM (doses to about 57.5 µM), for inactives: at the top dose activity change, negative = inhibition, usual class: inhibitors; actives 0.043% (n = 380,000); AID 602233; also: potency is read from the fitted curve at half-maximal effect; % is scaled to controls: 0 for no effect and ±100 for the full control effect; nearly all actives have a fitted effect of over 60% in size
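Luminescent ATP detection (Kinase-Glo Plus) follows a 60-minute room-temperature incubation, with wells lacking PGK as controls. Buffer: 100 mM TEA (pH 7.6), 5 mM MgCl2, 0.01% Tween-20. Coupling enzyme GAPDH (100 nM final) supplies unstable 1,3-BPG in-well.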
GLS inhibitor – inhibitors of human glutaminase (GLS); GLS enzymatic activity, qHTS titration; Potency, µM (titrated, usually from 45.5 µM), for the others: at the top dose activity change, negative = inhibition, actives largely listed as inhibitors; actives 0.21% (n = 410,000); AID 624170; also: potency is read from the fitted curve at half-maximal effect; % is scaled to controls: 0 for no effect and ±100 for the full control effect
Target sequence (O94925 whole entry, looked up): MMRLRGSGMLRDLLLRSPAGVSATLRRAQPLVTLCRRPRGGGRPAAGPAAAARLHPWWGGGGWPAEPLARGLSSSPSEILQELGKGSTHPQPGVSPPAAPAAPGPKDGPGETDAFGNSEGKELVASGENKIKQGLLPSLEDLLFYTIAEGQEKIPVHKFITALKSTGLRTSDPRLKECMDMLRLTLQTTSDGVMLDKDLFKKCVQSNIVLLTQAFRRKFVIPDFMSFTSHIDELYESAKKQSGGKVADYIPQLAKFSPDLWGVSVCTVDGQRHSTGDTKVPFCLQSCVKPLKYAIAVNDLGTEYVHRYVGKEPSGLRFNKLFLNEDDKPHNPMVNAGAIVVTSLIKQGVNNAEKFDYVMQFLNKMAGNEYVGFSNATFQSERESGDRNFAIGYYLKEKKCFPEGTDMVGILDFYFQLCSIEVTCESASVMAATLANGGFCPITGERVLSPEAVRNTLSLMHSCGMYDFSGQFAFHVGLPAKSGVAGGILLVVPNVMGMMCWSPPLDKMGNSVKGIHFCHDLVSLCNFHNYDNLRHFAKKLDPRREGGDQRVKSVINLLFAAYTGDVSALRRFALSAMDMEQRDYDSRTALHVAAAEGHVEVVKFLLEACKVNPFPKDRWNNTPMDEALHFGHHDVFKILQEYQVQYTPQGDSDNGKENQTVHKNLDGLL
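Assay buffer: 45 mM KH2PO4 pH 8.2, 0.02% Tween-20. hKGA acts on L-glutamine (1 mM solution added); product glutamate is reported by an oxidase/peroxidase Amplex Red coupling, with fluorescence taken at baseline and 30 min.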
HP1b binding inh – HP1-beta chromodomain-methylated histone interaction inhibition; AlphaScreen HP1-beta / biotin-H3K9me3 peptide binding; Potency, µM (top dose mostly 114 µM), inactives show at the highest dose activity change, negative = inhibition, hits mostly inhibitors; AID 540317; actives 0.56% (n = 390,000); also: potency is read from the fitted curve at half-maximal effect; nearly all actives have a fitted effect of over 70% in size; inactives centre near 23
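HP1-beta protein (50 nM final) preincubated 30 min at room temperature with biotinylated H3(1-18)K9me3 peptide (50 nM) in PBS pH 7.4, 0.01% Tween-20, then compound added for 30 min. AlphaScreen streptavidin donor/nickel chelate acceptor beads (10 ug/mL final), 30 min dark, luminescence read.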
PI4K2A inh – PI4K2A (human) kinase inhibition. purified PI4K2A, ADP-Glo luminescence, 1 h; hits give low values. Q9BTU6. AID 1346378. activity change, negative = inhibition, % at 76.9 µM. actives 0.13% (n = 420,000); in the data active = activity change below about -50%; inconclusive = mostly about -30% to -49%;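 also: -100% = wells without enzyme as full effect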
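In this quantitative HTS, ADP production by PI4K2A was quantified luminescently after 1 h at ambient temperature; 100 microM adenosine served as plate-quality control.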
G9a block – blocks human histone lysine methyltransferase G9a | Q96KQ7 | G9a H3K9 monomethylation, AlphaScreen, 2 h | Potency, µM (titrated, usually from 102 µM), without a hit: top-dose activity, negative = inhibition, actives largely listed as inhibitors | actives 8.8% (n = 350,000); also: potency is read from the fitted curve at half-maximal effect; % is scaled to controls: 0 for no effect and ±100 for the full control effect; nearly all actives have a fitted effect of over 75% in size
Target sequence (Q96KQ7 913-1193 limits assumed): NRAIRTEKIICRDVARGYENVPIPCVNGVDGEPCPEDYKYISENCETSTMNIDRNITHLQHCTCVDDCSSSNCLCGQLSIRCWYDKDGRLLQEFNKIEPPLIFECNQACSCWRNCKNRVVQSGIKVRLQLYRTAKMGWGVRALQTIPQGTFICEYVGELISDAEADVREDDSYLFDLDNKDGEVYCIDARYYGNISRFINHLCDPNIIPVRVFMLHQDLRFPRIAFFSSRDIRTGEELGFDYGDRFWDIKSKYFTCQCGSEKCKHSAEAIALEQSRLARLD
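Quantitative HTS format: methyltransferase activity on a biotin-tagged H3K9 peptide is measured by AlphaScreen, using a rabbit anti-monomethyl-H3K9 antibody with streptavidin donor and anti-IgG acceptor beads. Final levels are 20 nM enzyme, 500 nM peptide, 20 uM SAM; 2 h RT.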
ERG-DNA inh – blocks human ERG Ets domain binding to DNA; fluorescence polarization, His-ERG Ets domain / labelled DNA; Potency, µM (top dose mostly 76.9 µM), inactives show at the top dose FP activity, negative = inhibition, usual class: inhibitors; actives 0.028% (n = 370,000); AID 624246; active = well fitted inhibition curve with a large enough effect in the polarisation, with a control signal flat; inconclusive = small, poorly fitted or top-dose-only effect, or effect the other way, or a change in a side signal; inactive = no such curve, though single readings can be large or run the other way; the % refers to the polarisation;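 also: polarization taken with two DNA probes labelled with fluorescein and Texas red; potency is read from the fitted curve at half-maximal effect; % of control where 0% means no effect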
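His-tagged ERG Ets domain (1 uM in the protein solution; 300mM KCl, 50mM Tris-HCl, 1mM EDTA, 1mM DTT, pH 7.5) received compound, then a probe mix of 5 nM fluorescein-DNA and 100nM Texas-615-DNA. Fluorescence polarization was read for both dyes.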
BAZ2B inh – inhibitors of human BAZ2B bromodomain. Q9UIF8. actives 4.4% (n = 360,000). Potency, µM (doses to about 114 µM), inactives show at the highest dose activity change, negative = inhibition, actives largely listed as inhibitors. AlphaScreen BAZ2B-H3K14Ac peptide displacement. AID 504333; also: potency is read from the fitted curve at half-maximal effect; % is scaled to controls: 0 for no effect and ±100 for the full control effect; nearly all actives have a fitted effect of over 60% in size
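Compounds, titrated to a top concentration of 110 uM, were incubated 30 min at room temperature with preformed BAZ2B/acetyl-K14 H3 peptide complex (50 nM each). Proximity signal was measured by AlphaScreen after 20 min with beads.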
The depositor's hits bear a star; i = inactive; ? = inconclusive; / = no result given; [ ] = dose if it differs, or a comment. Unless noted, calls follow the shape of the dose curve; as a rule, active = well fitted curve in the direction sought with a large enough effect; inconclusive = small, poorly fitted or top-dose-only effect, or another doubt; inactive = no such curve, though single readings can be large; an effect the other way counts as inactive or inconclusive.

Below each compound – JMJD2A Tudor inh | Pin1 inhibitor | Tb PGK inh | GLS inhibitor | HP1b binding inh | PI4K2A inh | G9a block | ERG-DNA inh | BAZ2B inh
Cc1noc(NS(=O)(=O)c2ccc(N/C=C/C(=O)c3ccncc3)cc2)c1C
→ -16% | 3% | i | 7% | 11% | -2 | -42%[59 µM] | 2% | -9%
CCC(C)(C(=O)NC1CCCC1)N(C(=O)c1ccccn1)c1ccc(C)cc1 (stereo unspecified)
→ -12% | -3% | -3% | -3% | 3% | 4 | -24%[59 µM] | -4% | 7%
COc1ccc(C)cc1NC(=O)C(OC(=O)Cn1cnc2c1c(=O)n(C)c(=O)n2C)c1ccccc1 (stereo unspecified)
→ -15% | 0% | i | 1% | 13% | -4 | 16%[0.501 µM] | -8% | 7%
COCCNc1nc2nonc2nc1N1CCC(N(C)C)C1 (stereo unspecified)
→ 3% | -5% | -6% | -8% | 45%[activator] | 8 | -10%[0.501 µM] | -8% | 0%
C=CC[C@@H](Cc1ccc(F)cc1)C(=O)OC[C@H]1CCCN1C(=O)[C@@H](CC=C)CC(=O)N[C@H](CO)Cc1ccccc1
→ -32% | 1% | 2% | -1% | 11% | -12 | / | 14% | /
CCOC(=O)c1ccccc1-c1csc(N)n1
→ -10% | -5% | 1% | -12% | 29% | 4 | 10%[59 µM] | 15% | -8%
Cc1cc2ccccc2c(=O)n1CC(=O)NCC(=O)N1CCN(c2ccccc2)CC1
→ -31% | 2% | -3% | 32%[activator] | 17% | 3 | 26%[59 µM] | -2% | ?
COc1cccc(/C=C/C(=O)NCC2CCCCC2)c1
→ 4% | -5% | i | -1% | 41%[activator] | -4 | / | 9% | /
COc1ccc(CCNC(=O)Cn2c(=O)n(-c3ccc(OC)c(OC)c3)c(=O)c3ccccc32)cc1OC
→ -8% | -4% | -1% | 4% | 18% | -3 | 0%[59 µM] | 0% | -6%
O=S(=O)(c1ccc(F)cc1)N1CCC2(CC1)OCCN2S(=O)(=O)c1cccs1
→ -9% | -1% | -4% | -10% | 18% | 5 | 4%[0.501 µM] | 7% | 8%
CC(C)C[C@H](NC(=O)c1nc[nH]c1C(=O)N(C)Cc1ccccc1)C(=O)OCc1ccccc1
→ -24% | ? | 1% | 2% | 30% | 0 | 4%[59 µM] | -1% | -37%
CCCCn1c(N)c(N(CC(C)C)C(=O)C2CC(=O)N(Cc3ccco3)C2)c(=O)[nH]c1=O (stereo unspecified)
→ -9% | -7% | 3% | 3% | 18% | 1 | -5%[0.501 µM] | -4% | -2%
Cc1ccc2c(cnn2C(=O)CCC(=O)NC2CCCC2)c1
→ -6% | 1% | 7% | 3% | 31% | -1 | -26% | -5% | -2%
CC(C)NCC(O)COC1CCC(C(C)(C)C)CC1 (stereo unspecified)
→ -7%[11.4 µM] | 3% | 3% | -9% | 14% | 1 | -42% | 12% | 10%
COc1ccc(S(=O)(=O)N2CCN(C(=O)C3CCCO3)CC2)cc1 (stereo unspecified)
→ -13% | -1% | i | 3% | 25% | -4 | 20% | 18% | -1%
CCOC(=O)Cc1csc(NC(=O)c2cc(=O)c3ccccc3o2)n1
→ -13% | -1% | 2% | 5% | 29% | 6 | -45% | -2% | -25%
COc1ccc(NC(=O)c2cccc(S(=O)(=O)Nc3ccc(Br)cc3)c2)cn1
→ -15% | ? | -1% | 1% | 36% | -1 | 6%[59 µM] | -7% | -6%
c1ccc(-c2cc3c(N4CCCC4)ncnc3s2)cc1
→ -11% | -2% | -2% | -12% | 16% | 2 | 10% | -4% | -5%
O=C1CN(C(=O)COc2ncnc3ccccc23)c2ccccc2N1
→ -4% | 0% | 0% | -8% | 32% | -17 | ? | -6% | 2%
Clc1ccc(COn2c(-c3ccc(Cl)cc3Cl)nc3ncccc32)cc1
→ -14% | 4% | 5% | 0% | 17% | -12 | -29%[59 µM] | 5% | -7%

Individual results from above:
In G9a block, c1ccc(-c2cc3c(N4CCCC4)ncnc3s2)cc1 shows 10%
In PI4K2A inh, O=C1CN(C(=O)COc2ncnc3ccccc23)c2ccccc2N1 shows -17
In ERG-DNA inh, Clc1ccc(COn2c(-c3ccc(Cl)cc3Cl)nc3ncccc32)cc1 shows 5%
In ERG-DNA inh, COCCNc1nc2nonc2nc1N1CCC(N(C)C)C1 (stereo unspecified) shows -8%

Further results.
Below each compound – JMJD2A Tudor inh | Pin1 inhibitor | Tb PGK inh | GLS inhibitor | HP1b binding inh | PI4K2A inh | G9a block | ERG-DNA inh | BAZ2B inh
CCCOc1cccc(-c2cc(-c3n[nH]c(=S)n3CC)c3ccccc3n2)c1
→ ? | -1% | 8% | 10% | -29% | 3 | -1%[0.0925 µM] | -1% | ?
Cn1c(=O)[nH]c(=O)c2c1nc(Br)n2CCSc1nc2ccccc2o1
→ -24% | 4% | -2% | -20% | 25% | -1 | -41%[12.7 µM] | -6% | -5%
Cc1occc1-c1nnc(SCC(=O)N2CCc3ccccc32)o1
→ -10% | -1% | -3% | 2% | 36% | 6 | 5%[12.7 µM] | 8% | 14%
CC(C)COc1ccc(C(=O)Nc2ccc(NC(=O)c3ccco3)cc2)cc1
→ -8% | 14% | -3% | -12% | 19% | -5 | 8% | -12% | -4%
CCN(CC(=O)Nc1ccc(C(=O)Nc2ccc(OC)cc2)cc1)Cc1nc2ccccc2c(=O)[nH]1
→ 0% | 1% | i | -2% | 33% | -1 | 35µM* | -2% | -13%
Cc1ccc(CN(C)C(=O)C2CCC(=O)N(CCc3ccccc3)C2)o1 (stereo unspecified)
→ -1% | 29% | -5% | 2% | 14% | 4 | 9%[12.7 µM] | 1% | -3%
COc1cccc(C(=O)NNC(=O)Cc2cccs2)c1
→ -8% | 2% | -2% | -3% | 31% | -8 | 2% | 0% | -10%
Nc1nc(-c2ccccn2)nc(N)c1Cc1ccc(Cl)cc1Cl
→ 89µM* | 4% | 0% | 0% | 34% | 0 | -6% | -2% | 7.9µM*
CN(c1ccccc1C(=O)N1CCCC1)S(C)(=O)=O
→ -1% | 3% | i | -6% | 29% | 2 | 9%[12.7 µM] | 7% | 1%
Cc1oc(-c2cccc(Cl)c2)nc1CS(=O)(=O)CC(=O)NCc1ccccc1Cl
→ -16% | 9% | 10% | 8% | 26% | 1 | -5%[59 µM] | -3% | ?
Cc1cc(-c2nnc(SCC(=O)Nc3ccc(F)cc3F)n2N)n[nH]1
→ -9% | -8% | -8% | -1% | 37% | 4 | ? | -9% | -2%
Cc1c(NC(=S)NC(=O)c2ccccc2Br)c(=O)n(-c2ccccc2)n1C
→ 1% | -2% | 2% | -18% | 18% | 4 | ? | 1% | 2%
COc1ccc(CCNC(=O)CSc2nnnn2-c2ccccc2)cc1
→ 4% | 6% | -5% | -8% | 29% | 2 | 4%[59 µM] | 3% | 8%
O=C(NCc1ccccc1)c1ccccc1Br
→ -3% | 0% | 6% | -19% | 15% | 3 | 1% | -15% | -2%
CC(Cc1cccs1)NC(=O)Nc1cccc(Cl)c1 (stereo unspecified)
→ 12% | -2% | -4% | 5% | 33% | -4 | 52%[activator] | -6% | -4%
O=C1C2C3C=CC(C4CC34)C2C(=O)N1c1ccc2c(c1)OCO2 (stereo unspecified)
→ 0% | -2% | -7% | -14% | 46%[activator] | 1 | 50µM* | 3% | /
CC(C)(C)c1ccccc1NC(=O)c1cccnc1
→ 4% | 3% | 0% | -15% | 29% | 2 | -35% | -3% | 12%
COc1ccc(Nc2c3c(nc4ccccc24)CCC3)cc1Cl
→ ? | ? | -6% | 13% | -12% | 3 | ? | -19% | ?
CC(/C=C/c1ccc2c(c1)OCO2)=N/NC(=O)c1ccc(C)nc1
→ -25% | 8% | i | -7% | 15% | -6 | 55%[activator][59 µM] | 2% | -7%
CC(=O)N1CCN(C(=S)c2cccc([N+](=O)[O-])c2)CC1
→ -4% | -2% | -2% | 5% | -3% | 0 | ? | 2% | 1%
O=C(CSc1nnc(-c2csc3c2CCCC3)o1)Nc1ccccc1
→ -12% | 3% | 9% | 4% | 40%[activator] | 4 | ? | 5% | 4%
CCc1ccc(S(=O)(=O)c2nnn3c2nc(N(C)Cc2ccccc2)c2cc(Cl)ccc23)cc1
→ 17% | 0% | 4% | 6% | 39%[activator] | -1 | 7%[59 µM] | 3% | 7%

Record cards, from the list above.
Shown for Cc1noc(NS(=O)(=O)c2ccc(N/C=C/C(=O)c3ccncc3)cc2)c1C : JMJD2A Tudor inh: -16%; Pin1 inhibitor: 3%; Tb PGK inh: i; GLS inhibitor: 7%; HP1b binding inh: 11%; PI4K2A inh: -2; G9a block: -42%[59 µM]; ERG-DNA inh: 2%; BAZ2B inh: -9%
Shown for CC(C)(C)c1ccccc1NC(=O)c1cccnc1 : JMJD2A Tudor inh: 4%; Pin1 inhibitor: 3%; Tb PGK inh: 0%; GLS inhibitor: -15%; HP1b binding inh: 29%; PI4K2A inh: 2; G9a block: -35%; ERG-DNA inh: -3%; BAZ2B inh: 12%
